# Screens (PubChem)
# Mito fusion act = qHTS Assay for Small Molecule Inhibitors of Mitochondrial Division or Activators of Mitochondrial Fusion | 0.23% of 320,000 active | S. cerevisiae fusion-defective mutant growth rescue, CellTiterGlo 48 h | Potency, µM (doses to about 46.1 µM), for inactives: at the highest dose growth rescue (activation), hits mostly activators;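 also: potency is read from the fitted curve at half-maximal effect; % of control where 0% means no effect; nearly all actives have a fitted effect of over 45% in size; temperature-sensitive fusion mutants such as fzo1-1 at 37 °C on non-fermentable ethanol glycerol medium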
#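 Read-out: ATP-based luminescence (CellTiterGlo, 10 min ambient) reporting growth of fusion-defective ts yeast after 48 hours at 37C on glycerol/ethanol YPEG medium in the presence of compound.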
# KCNH2 3.1 block = qHTS for Inhibitors of KCHN2 3.1: Mutant qHTS. Potassium voltage-gated channel subfamily H member 2, brain isoform KCNH2 3.1 (human). U2OS KCNH2 3.1, thallium flux FluxOr; hits give low values. activity change, % (tested at about 1.8 µM). 0.95% of 340,000 active. AID 720553, 2013;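 active = maximum activity change below -70%; inconclusive = maximum activity change from -70% to -50%; inactive = maximum activity change above -50%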;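 also: thallium influx rate constant from kinetic fluorescence after stimulation buffer; % is scaled to controls: 0 for no effect and ±100 for the full control effect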
#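 Virally transduced U2OS (3.1 isoform, 4 h infection in dark at RT) → overnight 37 C → FluxOr + Red40 in HBSS/HEPES, 45 min → stimulation buffer, 2 min kinetic read → rate constant vs DMSO controls.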
# AT treatment = qHTS Assay for Identifying a Potential Treatment of Ataxia-Telangiectasia; AID 485349, 2010; […] A-T fibroblasts, KAP-1 phosphorylation AlphaLISA; neocarzinostatin DNA damage 30 min before lysis; Potency, µM (highest dose often 57.5 µM), for inactives: top-dose activation, most hits filed as activators; 0.19% of 320,000 active; also: potency is read from the fitted curve at half-maximal effect; % of control where 0% means no effect; nearly all actives have a fitted effect of over 45% in size
#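 hTERT-immortalized A-T patient fibroblasts ([…]), 500 cells/well in OPTI-MEM, 1% FBS, got compounds for 60 min, then NCS for 30 min at 37C. Lysates were then assayed for phospho-KAP-1 by AlphaLISA (anti-pKAP1 donor, anti-KAP1 acceptor beads), 6 hr at 25C.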
# TSHR antag = Antagonists of the Thyroid Stimulating Hormone Receptor: HTS campaign. activity change, negative = inhibition, % at 11.5 µM. Thyrotropin receptor (Homo sapiens), P16473. AID 504810, 2011. TSHR-expressing cells, TSH-stimulated cAMP HTRF, 2 h; hits give low values. 0.2% of 330,000 active;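 active = activity change below a set negative limit, meaning inhibition stronger than a set level, cut at about -70% in these data; inconclusive = activity change between two set negative limits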; also: % is scaled to controls: 0 for no effect and ±100 for the full control effect
# Target sequence (P16473 whole entry, looked up): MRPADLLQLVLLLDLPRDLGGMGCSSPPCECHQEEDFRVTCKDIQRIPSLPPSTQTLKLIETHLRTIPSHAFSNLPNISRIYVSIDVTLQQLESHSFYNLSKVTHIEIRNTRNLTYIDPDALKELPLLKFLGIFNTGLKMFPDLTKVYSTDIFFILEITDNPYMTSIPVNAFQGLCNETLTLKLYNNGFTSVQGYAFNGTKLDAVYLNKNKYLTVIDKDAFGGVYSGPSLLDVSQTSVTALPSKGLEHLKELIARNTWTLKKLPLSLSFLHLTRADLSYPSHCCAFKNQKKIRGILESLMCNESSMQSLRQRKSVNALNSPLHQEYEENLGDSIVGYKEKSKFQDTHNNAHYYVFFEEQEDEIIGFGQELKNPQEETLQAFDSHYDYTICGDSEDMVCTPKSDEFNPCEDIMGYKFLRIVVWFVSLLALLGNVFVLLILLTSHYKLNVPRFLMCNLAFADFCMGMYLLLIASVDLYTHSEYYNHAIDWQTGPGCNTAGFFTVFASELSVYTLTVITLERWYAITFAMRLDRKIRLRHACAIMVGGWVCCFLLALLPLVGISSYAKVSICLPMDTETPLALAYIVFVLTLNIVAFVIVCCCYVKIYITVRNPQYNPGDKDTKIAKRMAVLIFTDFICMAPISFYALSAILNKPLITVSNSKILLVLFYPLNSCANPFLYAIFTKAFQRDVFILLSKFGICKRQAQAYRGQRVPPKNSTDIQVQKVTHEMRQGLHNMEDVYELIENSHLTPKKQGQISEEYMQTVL
#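 TSHR-expressing cells were treated with compounds, then stimulated with TSH at EC80 (4nM final) for 2 hours at 37 deg C. Cellular cAMP was measured by HTRF competition between lysate cAMP and cAMP-d2 for a cryptate-labelled anti-cAMP antibody.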
# hERG WT inh = qHTS for Inhibitors of KCHN2 3.1: Wildtype qHTS. activity change, % at 1.84 µM. U2OS, BacMam KCNH2, thallium flux FluxOr; hits give low values. AID 720551, 2013. 0.37% of 340,000 active;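 active = maximum activity change below -70%; inconclusive = maximum activity change between -70% and -50%; inactive = maximum activity change above -50%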; also: % is scaled to controls: 0 for no effect and ±100 for the full control effect
#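 U2OS cells were transduced with wild-type KCNH2 virus (2.03 x 10^8 / mL) for 4 h at room temperature, then cultured overnight at 37 C. Thallium flux was read with FluxOr dye. Rate constants were normalized to DMSO controls.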
# TCR act = Activators of T cell receptors: qHTS campaign. 330,000 tested, under 10 active. primary human leukocytes, anti-CD3, IL-2 HTRF, 48 h. Potency, µM (top dose mostly 9.22 µM), inactives show top-dose activation of IL-2 secretion, most hits filed as activators. AID 504894, 2011; also: % of control where 0% means no effect
#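 48 hr co-incubation of compounds, a-CD3 beads and primary human leukocytes; IL-2 quantified homogeneously by HTRF with anti-IL-2 K and d2 conjugates.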
# Eya2 phos inh = qHTS Assay for Inhibitors of the Phosphatase Activity of Eya2. AID 488837, 2010. recombinant Eya2, OMFP fluorescence dephosphorylation (OMFP is methylfluorescein phosphate). Protein phosphatase EYA2 (Homo sapiens), O00167. Potency, µM (doses to about 76.9 µM), for the others: top-dose activity, negative = inhibition, usual class: inhibitors. 0.006% of 330,000 active; also: potency is read from the fitted curve at half-maximal effect; % is scaled to controls: 0 for no effect and ±100 for the full control effect
#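 Eya2 (0.2 uM) preincubated 10 min at ambient with compound, then OMFP substrate added at 50 uM; 10 min reaction in 50 mM HEPES pH 7.5, 50 mM NaCl, 5 uM MgCl2, 0.05% BSA, 1 mM DTT. Fluorescence read at Ex 485/Em 525 nm.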
# USP2a inh = qHTS Assay for Inhibitors of Ubiquitin-specific Protease USP2a Using CHOP2 as the Reporter; 0.01% of 330,000 active; Potency, µM (doses to about 38.3 µM), for inactives: at the top dose activity change, negative = inhibition, actives largely listed as inhibitors; USP2 core, Ub-CHOP2 coupled fluorogenic reporter, 485/531;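 also: potency is read from the fitted curve at half-maximal effect; plate controls were DMSO wells for no effect and full inhibition by NEM control for full effect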
#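 USP2 core (10nM final) preincubated 30min RT with compound in 20mM Tris-HCl pH 8.0, 2mM CaCl2, 2mM beta-mercaptoethanol, 0.05% CHAPS; 25nM Ub-CHOP2 plus 25nM reporter substrate added, fluorescence (Ex485/Em531) read after 60min.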
# TRPV1 ag = HTS Assay for Compounds that Act as Agonists of the Vanilloid Receptor 1; TRPV1-expressing cells, Fluo-8 calcium influx, agonist mode; activation, % at 8.33 µM; 0.19% of 320,000 active; in the data active = activation above about 80%; inconclusive = between about 30% and that limit; also: 0% is about no effect
#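 Fluo-8 calcium influx in TRPV1-expressing cells, kinetic read (ex 480/em 520 nm). Compound added and read 3 min for agonist activity, followed by capsaicin at EC20 final and 2 min further read for enhancement.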
# ELG1 DNA repair = qHTS screen for small molecules that inhibit ELG1-dependent DNA repair in human embryonic kidney (HEK293T) cells expressing luciferase-tagged ELG1 | 2.3% of 330,000 active | HEK293T ELG1-luciferase reporter, luminescence, 16 h; DNA damage induced by 5-fluorouridine | Potency, µM (top dose mostly 46.1 µM), inactives show top-dose activity change, negative = inhibition, actives largely listed as inhibitors | AID 504467, 2011; also: potency is read from the fitted curve at half-maximal effect; % is scaled to controls: 0 for no effect and ±100 for the full control effect; nearly all actives have a fitted effect of over 55% in size
#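 Step one: seed 2,000 cells per well. Step two: pin-transfer compound or DMSO alongside 5-fluorouridine. Step three: incubate 16 hr, 37 °C, 5% CO2. Step four: add ONE-Glo, wait 30 min, read luminescence.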
# Starred values were filed as active, the others as inactive; ? = inconclusive; . = no result given; & = joins results of further samples; [ ] = remark or other dose. Unless noted, calls follow the shape of the dose curve; as a rule, active = well fitted curve in the direction sought with a large enough effect; inconclusive = small, poorly fitted or top-dose-only effect, or another doubt; inactive = no such curve, though single readings can be large; an effect the other way counts as inactive or inconclusive. These rows are one share of the data. The share of hits here may be higher or lower than overall.
SMILES,Mito fusion act,KCNH2 3.1 block,AT treatment,TSHR antag,hERG WT inh,TCR act,Eya2 phos inh,USP2a inh,TRPV1 ag,ELG1 DNA repair
COc1ccc(NC(=S)NCCCN2CCN(C3CCCCC3)CC2)cc1,2%,2,-1%,14,26,2%[46.1 µM],2%,1%,1,4%
COCCn1c(-c2ccc(F)cc2)nc2oc3cc(OC)ccc3c(=O)c2c1=O,-5%,-91*,9%,-8,-2,-2%,9%,9%,9,-14%
Cc1ccc(S(=O)(=O)N2CCN(C(=O)CSc3nnnn3C)CC2)c(C)c1,3%,7,5%,3,5,-5%,0%,-1%,-1,-4%
CC1CCN(C(=O)c2[nH]cnc2C(=O)N2CCN(C(=O)OC(C)(C)C)CC2)CC1,-7%,.,1%,3,.,1%,-3%,-1%,1,12%
Cc1nc2nc[nH]n2c(=O)c1C/C=C/c1ccccc1,-6%,-6,-1%,-7,1,0%,1%,1%,-4,-1%
CC(CCc1ccc(O)cc1)NC1C2CC3CC(C2)CC1C3 (stereo not drawn),6%,0,2%,0,-3,-3%[46.1 µM],-12%,2%,1,0%
c1ccc2c(c1)ncn2Cc1nnc2sc(-c3ccc4c(c3)OCO4)nn12,2%,-16,9%,-4,-5,6%,9%,2%,-7,-16%
CCOc1ccc(N(CC(=O)Nc2ccc(C)cc2)S(C)(=O)=O)cc1,-3%,2,13%,9,-5,.,-7%,0%,0,?
CC(CN1CCOCC1)OC(=O)c1cccc(Cl)c1 (stereo not drawn),0%,-5,5%,31,1,.,6%,1%,0,0%
CC(=O)NNC(=O)c1csc(Cc2c(Cl)sc3ccc(Cl)cc23)n1,7%,12,-1%,2,-5,3%,-3%,7%,1,?
Cc1cc(C)cc(CN2C(=O)NC3(CCCCCC3)C2=O)c1,-12%,-8,2%,15,7,6%,8%,0%,14,16%
c1ccc(Cc2nc3ccccc3n2Cc2ccccc2)cc1,15%,-1,4%,2,-10,-22%,-28%,-5%,?,-10%
O=S(=O)(NCC(Nc1ccc(Cl)cc1)c1ccccc1)c1ccc(Cl)cc1 (stereo not drawn),-3%,4,16%,-14,-10,-6%[46.1 µM],5%,1%,11,-2%
COc1ccccc1S(=O)(=O)N1CCNC(=O)C1,.,3,1%,-2,-1,4%,-8%,-1%,.,-1%
Cn1cnc([N+](=O)[O-])c1Nc1ccccc1O,-2%,-18,.,1,0,2%[46.1 µM],-1%,2%,-1,2%
CSc1scc2c1-c1nc(SCC(=O)C(C)(C)C)ncc1CC2,11%,-10,-2%,8,-3,-3%,?,-1%,4,?
COc1ccc2[nH]c(C)c(CN3CCCCC3)c(=O)c2c1,-2%,5,4%,4,5,-22%,3%,-1%,1,3%
COc1ccc(/C=C/C(=O)OCC(=O)Nc2ccc(N3CCOCC3)cc2)cc1OC,-1%,-2,-1%,6,1,-2%,-15%,7%,-1,17%
COc1ccc(C(CC(=O)N2CCOCC2)c2c(OC)cc(OC)c3c(-c4ccccc4)cc(=O)oc23)cc1 (stereo not drawn),7%,.,39%,-82*,.,-2%,-11%,?,10,2%
Cc1ccc(C)n1-c1ccc(N2CCOCC2)cc1,1%,-2,0%,-2,2,7%,-5%,-3%,-1,?
NC(=O)CC1C(=O)N(c2ccccc2)C(=S)N1NC(=O)c1ccccc1 (stereo not drawn),-7%,-15,-7%,-1,-2,2%,?,0%,-1,?
CC(C)NC(=O)c1ccc2c3n(nc2c1)-c1ccc(Cl)cc1CO3,?,8,-16%,-8,-3,8%,-5%,5%,2,?
O=c1[nH]c2cc([N+](=O)[O-])c([N+](=O)[O-])cc2[nH]c1=O,-2%&2%,-4,5%,-4&-8,.,0%,3%&8%,0%,0,-24%
COc1cc(S(=O)(=O)N2CCCCC2)ccc1NC=O,-3%,-6,.,.,0,7%,.,.,6,.
CCc1ccc(-n2c(CSc3nnnn3-c3ccccc3)nc3ccccc3c2=O)cc1,-1%,-5,5%,-6,-2,0%,2%,3%,-1,0%
Cc1cc(C)c(C#N)c(SCc2ccc([N+](=O)[O-])cc2)n1,1%,15,0%,4,-9,-9%,11%,1%,1,16%
O=C1OCC2=C1C(c1ccc(F)cc1)c1cc3c(cc1N2)OCCO3 (stereo not drawn),-12%,4,-3%,6,-1,1%,2%,-5%,3,-5%
COc1ccc(C(C)(C)C)cc1S(=O)(=O)N1CCC(C(N)=O)CC1,-2%,.,0%,2,-3,-6%[46.1 µM],9%,3%,0,8%
Oc1ccccc1-c1cc(-c2ccc(Cl)cc2)n[nH]1,17%,1,-2%,14,-2,-2%,-25%,1%,-3,?
Cc1cnc(SCc2cnc(C)nc2N)nc1,-6%,6,3%,0,1,-12%,-3%,3%,2,2%
COC(=O)c1ccc(OC(=O)C23CCC(C)(C(=O)O2)C3(C)C)cc1 (stereo not drawn),15%,-12,-3%,4,-9,3%,-20%,9%,2,-19%
CCC(=O)Nc1cccc(-c2nc3ccc(C)cc3o2)c1,-5%,-4,12%,-2,7,6%,-11%,1%,?,?
COc1ccc2oc(C(=O)OCC(=O)NC(=O)c3ccccc3)c(C)c2c1,2%,-8,0%,1,-18,-6%,-10%,1%,4,13%
Cc1c(C)c2cc3c4c(oc3c(C)c2oc1=O)CCCC4,5%,-7,-1%,1,-10,1%,10%,-2%,4,8%
CCCN(CCC)CCCNC(=O)CCNS(=O)(=O)c1ccc(Br)cc1,-2%,-46,0%,0,-10,3%,9%,-1%,0,7%
COCCCNc1oc(-c2ccccc2OC)nc1C#N,8%,2,-1%,21,1,.,12%,0%,10,?
CCN(CC)CCNC(=O)/C(=C/c1cn(CC)c2ccccc12)NC(=O)c1cc(OC)c(OC)c(OC)c1,-2%,-13,0%,4,-2,-4%,10%,-6%,-7,13%
CC(C)(C)C(=O)c1cnc(Nc2ccccc2Cl)s1,26%,0,.,.,7,-5%,.,.,?,.
COc1ccc(NC(=O)COC(=O)C2CC(=O)N(c3ccc(C)cc3)C2)cc1 (stereo not drawn),4%,-5,6%,-6,0,1%,18%,0%,2,30%
CC(C)OP(=O)(OC(C)C)C(NC(=O)c1ccccc1)C(N)=O (stereo not drawn),1%,-49,0%,-10,-1,10%,-1%,3%,0,0%
CCc1ccccc1NC(=O)/C(=C/c1ccco1)c1ccccc1,24%,-10,.,-16,35,.,-8%,-6%,5,?
Cc1ccc(S(=O)(=O)N(CC(=O)N/N=C/c2ccccc2C(=O)O)c2cc(Cl)cc(Cl)c2)cc1,-7%,-12,-6%,-3,7,-1%,8%,1%,-3,18%
O=C(NCCCn1ccnc1)c1cc(Br)c(Br)s1,11%,-12,-26%,8,0,0%,?,-1%,1,-21%
CCCCN1C(=O)/C(=C/C=C2\Oc3ccccc3N2CC)SC1=S,0%,-15,-5%[11.5 µM],1,-23,9%,26%,28%,?,11%
Cc1nnc(NC(=O)CSc2nnc(CNC(=O)C34CC5CC(CC(C5)C3)C4)n2C2CCCCC2)s1,-3%,-10,1%,2,-11,-1%,2%,-6%,4,1%
CN(C(=O)c1ccc(NC(=O)Cc2ccc(NC(=O)C3CCN(C(=O)c4ccccc4)CC3)cc2)cc1)C1CC1,-5%,1,-3%,-29,5,-10%,6%,0%,2,-3%
CCC(CC)NC(=O)COn1nnc2ccc(S(=O)(=O)N3CCOCC3)cc21,-7%,-4,-1%,3,-18,-18%,18%,4%,-3,13%
Cc1ccccc1NS(=O)(=O)c1ccc(C(=O)N2CCCC2)cc1,6%,4,2%,16,4,7%,1%,1%,2,8%
CCCCN1/C(=C/c2ccc3ccccc3[n+]2CC)Sc2ccccc21,-11%,10,-4%,-26,3,8%,23%,4%,13,?
O=C(N/N=C/c1ccc(O)cc1)c1cccc(C(F)(F)F)c1,1%,5,-11%,-6,-5,9%[46.1 µM],-4%,0%,?,0%

# Reformatted: results already given.
# Order of results – Mito fusion act, KCNH2 3.1 block, AT treatment, TSHR antag, hERG WT inh, TCR act, Eya2 phos inh, USP2a inh, TRPV1 ag, ELG1 DNA repair
CCCCN1C(=O)/C(=C/C=C2\Oc3ccccc3N2CC)SC1=S
→ 0%, -15, -5%[11.5 µM], 1, -23, 9%, 26%, 28%, ?, 11%
Cc1nnc(NC(=O)CSc2nnc(CNC(=O)C34CC5CC(CC(C5)C3)C4)n2C2CCCCC2)s1
→ -3%, -10, 1%, 2, -11, -1%, 2%, -6%, 4, 1%
